Screening data from PubChem.
M1 ag parental = M1 agonist counterscreen hit in parental CHO-K1 cells | Fluo-8 calcium fluorescence; scaled to maximal ATP response, vehicle zero | activation, % at 3 µM | 0.48% of 360,000 active; in the data active = activation above about 15%;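 also: untransfected CHO-K1 host cells lacking M1 receptor as counterscreen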
CHO-K1 Ca PAM = M1 PAM counterscreen hit in parental CHO-K1 cells | ATP EC20, Fluo-8 calcium fluorescence; 0% at ATP EC20, 100% at ATP max | activation, % at 3 µM | 0.02% of 360,000 active | AID 602247;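 active = activation above the run cutoff, the mean activation of all test compounds plus 3 SD, cut at about 40% in these data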;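 also: peak over basal fluorescence ratio in a 140 s read after ATP addition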
GPR7 antag = human neuropeptides B/W receptor 1 antagonism; inhibition, % at 4.4 µM; AID 1861; P48145; 1.1% of 290,000 active; GPR7-expressing cells, fluorescence antagonist assay; in the data active = inhibition above about 16%, passing the limit was not always enough;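 also: cells stimulated with the agonist NPW; 0% = agonist with vehicle and 100% = vehicle without agonist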
Target sequence (P48145 whole entry, looked up): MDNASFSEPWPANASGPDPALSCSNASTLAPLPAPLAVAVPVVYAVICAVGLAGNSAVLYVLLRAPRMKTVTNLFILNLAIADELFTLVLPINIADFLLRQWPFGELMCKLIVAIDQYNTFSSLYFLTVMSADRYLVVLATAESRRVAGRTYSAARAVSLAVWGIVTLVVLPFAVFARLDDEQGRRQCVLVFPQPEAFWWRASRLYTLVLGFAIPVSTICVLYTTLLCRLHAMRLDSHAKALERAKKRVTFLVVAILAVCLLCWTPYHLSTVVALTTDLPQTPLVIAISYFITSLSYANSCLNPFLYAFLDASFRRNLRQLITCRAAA
TAAR1 antag = human TAAR1 antagonism | CHO RD-HGA16 TAAR1, Fluo-8 calcium fluorescence, antagonist | inhibition, % at 3 µM | 1.5% of 360,000 active;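 active = inhibition above a per-plate cutoff, the mean inhibition of test compounds on that plate plus 3 SD, cut at about 49% in these data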;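 also: 0% = DMSO plus EC80 beta-PEA response and 100% = DMSO alone without agonist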
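test system = CHO RD-HGA16 cells bearing hTAAR1 | replication = singlicate | controls = DMSO-only wells and EC80 β-PEA-stimulated wells | reagent = EC80 β-phenethylamine stimulus | read-out basis = percent inhibition of PEA-evoked calcium signal, max/basal emission ratio | schedule = seeding 17-24 h prior, 75-min 37 °C, 30-min RT dye loading | signal = kinetic Fluo-8 calcium fluorescence measurement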
CHO-K1 Ca antag = counter-screen for M1 antagonists: effect in parental CHO-K1 cells. inhibition, % at 3 µM. ATP-induced calcium, Fluo-8 fluorescence. 0.6% of 360,000 active. AID 602250;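 active = inhibition above a per-plate cutoff, the plate's mean sample inhibition plus 3 SD, cut at about 24% in these data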;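 also: 0% = DMSO plus EC80 ATP and 100% = DMSO alone without ATP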
CHO parental Ca = counter-screen for OX1R antagonists: effect in parental CHO cells; parental CHO-K1, ATP-induced calcium, Fluo-8 fluorescence; inhibition, % at 5.6 µM; 0.63% of 330,000 active;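 active = inhibition above that plate's mean sample inhibition plus 3 SD, cut at about 26% in these data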;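 also: 0% = ATP-challenged DMSO wells and 100% = DMSO wells without ATP; some compounds past the cut are filed as inactive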
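Material: parental CHO cells / Compound: single nominal dose of 5.6 µM per compound / Signal: Fluo-8 fluorescence / Replicates: singlicate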
OXTR agonist = agonists of human oxytocin receptor. activation, % at 3 µM. 0.32% of 320,000 active. CHO-OTR cells, Fluo-8 calcium fluorescence; normalized: DMSO 0%, oxytocin 100%. P30559. AID 2435;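 active = activation above the mean of all tested compounds plus 3 SD, cutoff set per screening run, cut at about 20% in these data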;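 also: peak over basal fluorescence ratio from a 100 s FLIPR kinetic read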
Target sequence (P30559 whole entry, looked up): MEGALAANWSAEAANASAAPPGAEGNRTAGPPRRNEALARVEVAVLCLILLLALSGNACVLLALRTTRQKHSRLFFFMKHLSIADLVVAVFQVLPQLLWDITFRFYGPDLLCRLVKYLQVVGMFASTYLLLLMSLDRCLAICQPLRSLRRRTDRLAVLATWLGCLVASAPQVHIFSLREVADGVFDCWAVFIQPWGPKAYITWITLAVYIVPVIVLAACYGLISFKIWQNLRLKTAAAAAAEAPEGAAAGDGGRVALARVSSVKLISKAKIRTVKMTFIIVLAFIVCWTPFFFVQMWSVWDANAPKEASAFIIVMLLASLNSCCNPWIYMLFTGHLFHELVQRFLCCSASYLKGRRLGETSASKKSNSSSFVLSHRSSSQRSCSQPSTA
V1aR counter = counter-screen for oxytocin receptor agonists: human V1a receptor agonists; CHO-V1R cells, Fluo-8 calcium fluorescence, agonist mode; 0% DMSO, 100% 3 nM vasopressin; P37288; activation, % at 3 µM; 0.25% of 320,000 active;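 active = activation above the mean activation of all tested compounds plus 3 SD, per screening run, cut at about 20% in these data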;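 also: signal is peak over basal fluorescence ratio across a 100 second FLIPR read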
OXTR potentiate = potentiators of human oxytocin receptor; P30559; CHO-OTR cells, Fluo-8 calcium fluorescence, potentiator mode; 0% = oxytocin EC15, 100% = EC100; activation, % at 3 µM; 0.061% of 320,000 active; AID 2445;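 active = activation above that plate's cutoff, the mean activation of tested compounds plus 3 SD, cut at about 6.6% in these data, passing the limit was not always enough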;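 also: 100% uses oxytocin at 75 nM as the full agonist control; some results filed as inactive read as strong as hits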
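Assay system: CHO cell line stably expressing human OTR. Reagent: EC15 oxytocin agonist. Dosing: single dose, 3.0 µM nominal final compound concentration. Timing: compound 6 min at room temperature before oxytocin, 100 s read. Signal: kinetic Fluo-8 calcium fluorescence. Controls: oxytocin EC15 low and EC100 high.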
Starred values were filed as active, the others as inactive; . = no result given.

SMILES	M1 ag parental	CHO-K1 Ca PAM	GPR7 antag	TAAR1 antag	CHO-K1 Ca antag	CHO parental Ca	OXTR agonist	V1aR counter	OXTR potentiate
O=C(/C=C/c1ccccc1)OCc1cnc(Cl)s1	-0.3	-13	14	3	-2	-9	-0.9	-0.9	-8
O=C(NC(=S)Nc1ccccc1N1CCCC1)c1ccc(F)cc1	0.4	14	-2	-26	-3	-21	0.1	-1.5	-1
O=C1CCCN1c1ccc(S(=O)(=O)NCCc2ccc(Cl)cc2)cc1	5.4	-4	-9	.	-8	-13	11	8.4	-11
O=C(NC1CCCCC1)c1ccc(COc2ccccc2)o1	-0.4	-21	.	-26	17	-2	-2.0	-1.3	0
Cc1ccc(-n2c(=O)c3sccc3n(Cc3cc(=O)n4ccccc4n3)c2=O)cc1F	.	.	-12	5	.	-15	-0.7	0.1	-11
CCCCCCSc1cc(-c2nc3ccc(C)cn3c2NCCCC)ccc1OC	1.7	14	.	48	-7	27	-1.9	-0.6	-5
COC(=O)C(Cc1c[nH]c2ccccc12)NC(=O)C(C)C (stereo unspecified)	1.4	17	-12	11	-9	-3	0.8	0.1	-2
c1ccc(OCc2nn3c(-c4cccnc4)nnc3s2)cc1	0.9	16	-5	-7	-18	-1	0.5	7.7	1
O=C(Nc1cccc(C(F)(F)F)c1)Oc1ccc(Cl)c2cccnc12	16*	-33	32*	15	36*	62*	13	11	-21
CC(C)[C@H](NC(=O)c1ccccc1Cl)C(=O)OCC(=O)NC(=O)NC1CCCC1	2.3	-12	-8	-19	-5	0	0.7	3.8	-1
COc1ccc2oc(C(=O)Nc3nc(-c4ccccn4)cs3)c(C)c2c1	2.3	2	.	-13	-8	-8	-1.2	-0.2	-2
CC12CCC(C(=O)N(CC(O)CN3CCCCCC3)C1=O)C2(C)C (stereo unspecified)	0.1	-3	-5	-16	6	-2	-0.4	0.5	-11
COC(=O)c1ccc(NC(=O)CCS(=O)(=O)c2ccc(Br)s2)cc1	1.8	18	3	-8	-8	-13	0.5	0.7	-10
CN/N=C(\Cc1nc2ccccc2[nH]1)c1ccc([N+](=O)[O-])cc1	2.1	7	-1	23	-8	.	.	.	.
C/C(=N\N=C(/N)SC1CC(=O)N(c2ccc(Cl)cc2)C1=O)c1cccs1 (stereo unspecified)	1.2	18	6	12	-8	7	5.0	2.9	-6
CCC(C(=O)NC1CCCC1)N(C(=O)c1snc(C(N)=O)c1N)c1ccc(OC)c(OC)c1 (stereo unspecified)	-0.2	-17	-9	0	0	-26	0.0	0.0	-7
O=C(CSc1c[nH]c2ccccc12)NCc1ccc2c(c1)OCO2	0.5	10	16	-8	-16	-8	1.1	2.6	-4
CCOc1cc(NC(=O)c2cccs2)c(OCC)cc1NC(=O)CCC(=O)NCC1CCCO1 (stereo unspecified)	0.8	16	0	-4	-11	-23	-0.6	-0.4	-3
COc1ccccc1Oc1ccccc1C(=O)O	1.4	14	-13	13	-8	-3	2.3	0.6	5
O=C(O)CSCC(=O)NCc1ccc(Cl)cc1	-0.3	0	1	15	16	5	0.6	-0.7	-8

Record cards, from the list above. Order of values: M1 ag parental | CHO-K1 Ca PAM | GPR7 antag | TAAR1 antag | CHO-K1 Ca antag | CHO parental Ca | OXTR agonist | V1aR counter | OXTR potentiate
CN/N=C(\Cc1nc2ccccc2[nH]1)c1ccc([N+](=O)[O-])cc1 is entered as 2.1 | 7 | -1 | 23 | -8 | . | . | . | .
CCC(C(=O)NC1CCCC1)N(C(=O)c1snc(C(N)=O)c1N)c1ccc(OC)c(OC)c1 (stereo unspecified) is entered as -0.2 | -17 | -9 | 0 | 0 | -26 | 0.0 | 0.0 | -7
O=C(CSc1c[nH]c2ccccc12)NCc1ccc2c(c1)OCO2 is entered as 0.5 | 10 | 16 | -8 | -16 | -8 | 1.1 | 2.6 | -4
O=C(O)CSCC(=O)NCc1ccc(Cl)cc1 is entered as -0.3 | 0 | 1 | 15 | 16 | 5 | 0.6 | -0.7 | -8
CCOc1cc(NC(=O)c2cccs2)c(OCC)cc1NC(=O)CCC(=O)NCC1CCCO1 (stereo unspecified) is entered as 0.8 | 16 | 0 | -4 | -11 | -23 | -0.6 | -0.4 | -3

Copied from the list.
Entry of `COc1ccccc1Oc1ccccc1C(=O)O` under TAAR1 antag: 13
Entry of `O=C(O)CSCC(=O)NCc1ccc(Cl)cc1` under CHO-K1 Ca antag: 16

Going on with the list.
SMILES	M1 ag parental	CHO-K1 Ca PAM	GPR7 antag	TAAR1 antag	CHO-K1 Ca antag	CHO parental Ca	OXTR agonist	V1aR counter	OXTR potentiate
CC1Cc2ccccc2N1S(=O)(=O)c1cccc(C(=O)NC2CC2)c1 (stereo unspecified)	3.6	20	7	14	-13	-20	2.3	4.1	-19
COc1ccc(Cn2c(CO)cnc2SCC(=O)Nc2cccc(NC(C)=O)c2)cc1	0.4	-7	0	4	7	-20	-0.6	0.2	0
COc1ccc(Oc2nccc(-c3ccc(Cl)cc3)n2)cc1	0.5	9	21	-15	2	-10	0.7	-0.2	1
N#CCCN(C(=O)COC(=O)Cc1c[nH]c2ccccc12)c1ccccc1	1.8	8	.	-14	3	-31	0.5	0.3	-7
COc1ccccc1NC(=O)C(C)Sc1nccn1C (stereo unspecified)	0.4	7	.	-29	-13	-16	-1.1	1.6	-9
CC(C)CC(NC(=O)C1CCCCC1)C(=O)NCc1ccccn1 (stereo unspecified)	0.5	18	-8	-14	-5	-18	-2.0	0.0	-13
COc1ccc2oc(=O)c(C(=O)NCc3ccc(C)cc3)cc2c1	1.5	7	-16	13	-2	-13	-1.4	0.6	1
CC1CCC2(CC1)NC(=O)N(CC(=O)Nc1ccc3c(c1)OCO3)C2=O (stereo unspecified)	-0.4	15	.	-1	-21	-16	-0.1	0.7	-3
c1ccc(OCc2nnc3sc(-c4cccs4)nn23)cc1	0.2	-4	11	-6	10	8	0.5	0.0	-18
CCC(C)[C@H](NC(=O)NCc1ccc(Cl)cc1)C(=O)O (stereo partly specified)	0.9	23	8	-36	-18	-4	0.9	-0.2	-6
N#CC1(c2ccccc2)CCN(S(=O)(=O)c2ccc(OC(F)(F)F)cc2)CC1	0.6	5	2	-5	1	-6	-0.6	0.4	-6
CCCn1c(=O)c2c(C(=O)OCC)cc(-c3ccco3)nc2n(CCC)c1=O	0.1	17	12	6	-14	.	.	.	.
COc1ccc(C(C)NC(=O)Cc2cccs2)cc1 (stereo unspecified)	0.3	12	-11	-10	0	0	-0.6	0.1	-2
CC(=O)Oc1ccc(N2C(=O)C3C4C=CC(CC4)C3C2=O)cc1[N+](=O)[O-] (stereo unspecified)	0.8	30	-6	9	-19	5	0.4	0.2	-13
COc1cc(/C=C/C(=O)c2ccc(NS(=O)(=O)c3ccc(C)cc3)cc2)cc(OC)c1O	1.4	18	-3	4	-5	7	3.8	1.2	-4
CC(=O)Nc1ccc(-c2ccnc3c2CC(C)(C(=O)Nc2cccc(OC(F)(F)F)c2)O3)cc1 (stereo unspecified)	2.3	15	.	6	-10	.	.	.	.
CCOC(=O)CC(=O)CSc1nnc2sc3ccccc3n12	-0.3	12	4	-12	-8	-13	-1.2	1.0	-2
NC(=O)[C@H]1CC2(CC(c3cccc(NC(=O)[C@H]4CCC(=O)N4)c3)=NO2)CN1C(=O)c1cc([N+](=O)[O-])cc([N+](=O)[O-])c1 (stereo partly specified)	0.2	18	.	6	-8	-5	0.3	1.1	-3
Cc1cc(C(=O)N/N=C/C(Cl)=C/c2ccccc2)c(C)o1	2.4	12	-5	4	-9	-18	-0.5	-0.1	-9
COc1ccc(NC(=O)CN2CCN(c3ccccc3F)CC2)cc1	0.2	8	-8	-3	1	-9	-0.8	-0.2	-6
Cc1ccc(NC(=O)CCNC(=O)c2ccc([N+](=O)[O-])cc2)cc1C	4.2	5	-2	-12	-13	.	.	.	.
O=C(NCCCN1CCN(c2ccccc2F)CC1)C1CCCN(S(=O)(=O)c2cnc[nH]2)C1 (stereo unspecified)	0.2	23	-9	-2	-10	3	-0.2	0.4	-1
CCOC(=O)C1C(c2ccc([N+](=O)[O-])cc2)C2C(=O)NN=C2CC1(C)O (stereo unspecified)	0.3	-5	-15	-34	-9	-16	0.0	-0.3	-8
Cc1ccc(C)c(OCCC(=O)NNC(=O)c2ccncc2)c1	0.3	-20	.	-29	9	4	1.4	-0.2	-3
N#Cc1ccccc1OCC(=O)OCCCOC(=O)COc1ccccc1C#N	3.0	0	-11	-16	1	-12	3.0	5.6	-6
COC(=O)c1c(C)[nH]c(C(=O)/C=C/c2ccccc2F)c1C	1.0	10	-18	-13	-1	-17	-0.6	0.5	-6
COC(=O)[C@@H](NC(=O)Nc1ccc(OC)cc1)C(C)C	0.0	8	-3	15	-4	-6	0.0	1.4	-3
COC(=O)[C@@]12CCCCN1[C@H](c1ccc(-c3cccc(Cl)c3)cc1)[C@@H]1C(=O)N(C)C(=O)[C@@H]12	1.1	-7	.	-7	3	-14	-0.2	1.1	-6
Cc1cc(C)c(NS(=O)(=O)c2ccc3c(c2)n(C)c(=O)n3C)c(C)c1	0.3	5	8	0	-17	-14	0.3	3.0	-15
O=C(CSc1nnnn1-c1ccc(O)cc1)Nc1ccc(N2CCOCC2)c(Cl)c1	2.4	19	-14	9	-10	-7	8.4	6.6	-7
Cn1ncc([N+](=O)[O-])c1C(=O)Nc1nc2ccccc2n1CCN1CCCCC1	0.8	27	-5	5	-9	-20	1.2	0.4	-3
Cc1cc(C)n2c(Nc3ccc4c(c3)OCCO4)c(-c3ccccn3)nc2n1	0.2	15	.	8	-18	.	.	.	.
Cc1cccc(CSc2nnc(C)c(=O)n2N)c1	0.2	18	-12	-26	-7	-11	-2.3	-1.1	-6
O=[N+]([O-])c1ccccc1S(=O)(=O)Nc1cccc(-c2ccc(N3CCCC3)nn2)c1	-0.4	21	.	-36	-8	-19	-2.1	-1.5	-1
O=C(N/N=C/c1sc(N2CCOCC2)nc1-c1ccccc1)c1ccccc1O	7.2	0	-7	44	-4	-9	3.2	8.4	-8

Hits appear at their usual frequency, and some 3.5% of all compounds hit somewhere here.
